Shn3 inh set2 – Schnurri-3 reporter inhibition in Clone20 osteoblasts | Clone20 osteoblast Shn3 3'UTR firefly luciferase, 24 h | inhibition, % at 12.5 µM | 360,000 tested, 0.52% active;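 active = mean inhibition of at least 75% with every replicate also reaching 75%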;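 also: 0% = median of neutral control wells and 100% = pilot-screen positive control compound; some compounds past the cut are filed as inactive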
TWEAK Fn14 block – inhibitors of TWEAK-Fn14 interaction signaling. TWEAK-stimulated Fn14 reporter cells, luciferase luminescence, 8 h. inhibition, % at 10 µM. 360,000 tested, 2% active. AID 1159606; in the data active = inhibition above about 50%
HIF-2a block – HIF-2a inhibition; 360,000 tested, 0.72% active; AID 624352; 786-0 RCC cells HIF-2a reporter, luciferase luminescence, overnight; inhibition, % at 18.8 µM;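 active = inhibition of the luminescence signal of 40% or more relative to plate controls, in a single-dose primary screen at 18.75 µM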
KKLEB tox – counter-screen for CF NF-kB inhibitors: cytotoxicity. KKLEB CF airway cells viability, ATPlite luminescence, overnight; active compounds read low; cells stimulated with P. aeruginosa culture filtrate. 360,000 tested, 0.36% active. activity change (cytotoxicity), % at 5 µM;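 active = corrected activity change at or below -50% at 5 µM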
Peg3 prom inh – inhibitors of Peg3 promoter; inhibition, % at 20 µM; 360,000 tested, 1.7% active; HeLa PEG-Prom luciferase reporter, luminescence, overnight; AID 588405;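 active = inhibition of at least 50% at 20 µM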
C8 TRAIL sens – caspase-8 TRAIL sensitization | inhibition (viability loss, TRAIL sensitization), % at 10 µM | NB7+C8 cells + TRAIL, ATPlite viability luminescence | AID 624354 | 360,000 tested, 1% active;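 active = compounds causing at least 50% loss of cell viability in the single-dose screen, relative to plate controls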
NR2E3 ag-1 – agonists of human NR2E3 nuclear receptor | Q9Y5X4 | CHO-S Gal4-NCOR/VP16-NR2E3 two-hybrid, luciferase | inhibition of corepressor binding, % at 3.98 µM | 360,000 tested, 0.35% active | AID 602229;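 active = inhibition above the mean of all tested compounds plus 3 SD, cut at about 70% in these data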;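 also: 0% = DMSO with NR2E3 transfected cells and 100% = cells lacking NR2E3 construct; higher means lower luciferase signal from less NR2E3 corepressor binding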
Target sequence (Q9Y5X4 whole entry, looked up, the tested form may be a part): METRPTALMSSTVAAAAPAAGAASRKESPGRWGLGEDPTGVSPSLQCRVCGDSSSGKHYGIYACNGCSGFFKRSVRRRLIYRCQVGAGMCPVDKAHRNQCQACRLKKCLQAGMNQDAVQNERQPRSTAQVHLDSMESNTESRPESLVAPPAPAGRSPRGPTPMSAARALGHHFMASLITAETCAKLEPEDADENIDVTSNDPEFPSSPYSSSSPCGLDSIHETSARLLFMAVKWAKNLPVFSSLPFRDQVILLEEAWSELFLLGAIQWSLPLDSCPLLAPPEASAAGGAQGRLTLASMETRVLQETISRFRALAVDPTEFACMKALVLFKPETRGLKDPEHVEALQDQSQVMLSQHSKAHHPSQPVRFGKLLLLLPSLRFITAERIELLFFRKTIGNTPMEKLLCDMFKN
CF NFkB block – blocks PAF-induced NF-kB reporter in cystic fibrosis cells. KKLEB NF-kB-GFP reporter, GFP fluorescence overnight. inhibition, % at 5 µM. 360,000 tested, 0.86% active;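 active = at least 50% inhibition at 5 µM, scaled per plate between neutral and stimulator controls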;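 also: PAF is a Pseudomonas aeruginosa culture filtrate used as stimulus; plate controls were PAF-stimulated DMSO wells for no effect and unstimulated DMSO wells for full effect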
NR2E3 ag-2 – activates human photoreceptor nuclear receptor NR2E3; Q9Y5X4; GST-NR2E3/biotin-RetCOR TR-FRET, 1536-well; inhibition of corepressor binding, % at 4.78 µM; 320,000 tested, 0.12% active; AID 2300;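 active = percent inhibition above the cutoff of mean plus 3 SD of all tested compounds, set per screening campaign, cut at about 20% in these data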;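 also: 0% = DMSO wells and 100% = biotin wells as full block of FRET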
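System: GST-tagged NR2E3 plus biotinylated RetCOR corepressor; Amount: 1.35 nM GST-tagged NR2E3 final; Dosing: single nominal compound dose of 4.8 µM; Schedule: 5 h incubation at 4 °C; Technique: TR-FRET with europium anti-GST and streptavidin-D2, 340 nm excitation; Controls: biotin wells as high control, 0.6% DMSO wells as low control.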
MITF TRPM1 inh – MITF TRPM1 promoter inhibition in SK-MEL-5 cells | SK-MEL-5 TRPM1 promoter luciferase, 24 h | inhibition, % at 12.5 µM | 330,000 tested, 0.83% active;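 active = mean inhibition across replicates of 60% or more, whatever share of single replicates reaches that level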; also: values of inactives mirror those of a sister screen read the other way
TROY signal inh – blocks TROY-dependent signaling in reporter cells. Q293 LMP1-TROYcd NF-kB luciferase reporter, 4 h. inhibition, % at 10 µM. 360,000 tested, 0.98% active;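 active = compounds whose plate-normalised and pattern-corrected inhibition of the luciferase reporter signal at the single screening dose is 50% or more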
* marks the source's active call; other numbers are inactive results; . = no result given.

SMILES | Shn3 inh set2 | TWEAK Fn14 block | HIF-2a block | KKLEB tox | Peg3 prom inh | C8 TRAIL sens | NR2E3 ag-1 | CF NFkB block | NR2E3 ag-2 | MITF TRPM1 inh | TROY signal inh
COc1ccc(NC(=O)c2ccc(NC3CC(=O)N(c4ccc(C)cc4C)C3=O)cc2)cc1 (stereo not drawn) | -1 | -34 | -2 | -56* | 17 | 11 | -19 | 50 | -2 | 9 | -7
C=CCn1c(=S)[nH]c2scc(-c3ccc(C)o3)c2c1=O | -9 | 9 | -73 | 3 | -15 | 7 | -57 | -15 | 10 | -15 | -4
OC(CN1CCN(C(c2ccccc2)c2ccccc2)CC1)c1ccc(Br)cc1 (stereo not drawn) | 21 | 11 | 25 | -12 | -2 | -3 | -17 | 1 | -1 | -3 | -7
CC#CCN1c2ccccc2[C@]23C[C@@H](C(=O)OC)N(C(=O)c4ccco4)C2=NC(C(=O)OC)=C(C(=O)OC)[C@H]13 | -13 | 18 | 1 | -12 | 18 | 10 | -6 | 14 | 0 | 8 | 15
CCS(=O)(=O)C(=C1NCCO1)S(=O)(=O)CC | -8 | 1 | 12 | 9 | 10 | 1 | -6 | 0 | -2 | 0 | 0
CN(C(=O)Cn1nnc(-c2ccccc2)n1)C1CCS(=O)(=O)C1 (stereo not drawn) | 4 | 6 | 11 | 1 | 2 | -14 | -16 | 6 | 1 | 3 | 3
CC(C(=O)NC(=O)NCc1ccccc1)N1C(=O)c2ccccc2C1=O (stereo not drawn) | -7 | -8 | 22 | 12 | 14 | -13 | -4 | 0 | 1 | -6 | -10
O=C(Cn1ncc2c1-c1ccccc1OC2)Nc1ccc(S(=O)(=O)N2CCCCC2)cc1 | 11 | -14 | 22 | 2 | 27 | 2 | -11 | 8 | 4 | . | 0
Cc1cccc(CS(=O)(=O)c2ncc(Cl)c(C(=O)Nc3nnc(C(C)C)s3)n2)c1 | 95* | 101* | 82* | -87* | 106* | 95* | 37 | 92* | 2 | 76* | 55*
O=C(Cn1cnc2c(cnn2-c2ccc(F)cc2)c1=O)NCCc1ccccc1 | 0 | -18 | 0 | -2 | 7 | -3 | -9 | -23 | 1 | 6 | -9
Cc1ccnc(NC(=O)c2ccccc2[N+](=O)[O-])c1 | 1 | -13 | -36 | -3 | -44 | -1 | -15 | -9 | -2 | -8 | -17
O=C1CC(c2ccco2)Cc2nc(N3CCN(Cc4ccc5c(c4)OCO5)CC3)ncc21 (stereo not drawn) | 0 | 0 | 4 | 3 | -5 | -12 | -11 | -12 | -2 | -12 | 4
CCC(C)n1c(-c2cccs2)nc2nc3ccccc3nc21 (stereo not drawn) | -1 | 4 | -21 | 4 | 1 | 12 | 2 | 7 | 1 | 12 | -14
C=CCn1c(O)c(N=NC(=O)c2cccnc2)c2cc(Br)ccc21 | 10 | -13 | 9 | 1 | 16 | 28 | 14 | -2 | 0 | -3 | -2
Cc1cc(/C=C2\C(=N)N3N=C(c4ccco4)SC3=NC2=O)c(C)n1Cc1ccccc1 | 0 | -9 | 7 | 20 | 9 | -9 | -10 | 2 | -2 | 1 | 11
CN(C)c1ccc(S(=O)(=O)NCC(=O)N2CCN(S(=O)(=O)c3cccc(F)c3)CC2)cc1[N+](=O)[O-] | 7 | 5 | 2 | 15 | 13 | 13 | -31 | -28 | . | . | 1
Cc1ccc2ccccc2c1C(O)c1ncc(-c2ccccc2Cl)[nH]1 (stereo not drawn) | 16 | 16 | 15 | 1 | 5 | -11 | -17 | -11 | . | . | 3
Cn1cc(S(=O)(=O)Cc2ccc(F)cc2)c2ccccc21 | -15 | 7 | -14 | 24 | 2 | -2 | 5 | -29 | 0 | -20 | 0
Cc1ccc(C(=O)Nc2cccc(S(=O)(=O)N3CCCCC3)c2)cc1[N+](=O)[O-] | 42 | 39 | 11 | 30 | 38 | 7 | -9 | -10 | 0 | 15 | 24
COc1ccc(CCNC(=O)CSc2nnc3ccc(-c4ccncc4)nn23)cc1 | -7 | 7 | 22 | -25 | -5 | -31 | 11 | 10 | 1 | 5 | -7
O=Cc1cn(-c2ccccc2)nc1-c1cc2c(ccc3ccccc32)oc1=O | 17 | 3 | 12 | 20 | 2 | -9 | -4 | -14 | 1 | 12 | -13
COc1ccc(S(=O)(=O)Nc2cccc3c2O[C@H](CN(C)C(=O)NC2CCCCC2)[C@@H](C)CN([C@H](C)CO)C3=O)cc1 | -6 | 22 | 12 | 1 | 1 | -17 | -5 | 8 | . | -3 | 9
CN1CC(=O)N(C)c2ncn(Cc3ccccc3)c2C1=O | -3 | -23 | 8 | 1 | -7 | -5 | -13 | 22 | 0 | 10 | 0
O=C(COc1ccccc1)Nc1ccc(S(=O)(=O)N2CCOCC2)cc1 | -1 | 5 | 13 | -3 | 15 | -2 | -4 | -10 | 2 | -5 | -8
COc1cc(C(=O)NCCc2ccc3c(c2)OCCO3)ccc1OCC(=O)N1CCOCC1 | 14 | -5 | 17 | 3 | 9 | 5 | -17 | -18 | 0 | 11 | -11
O=C(Cc1ccc(F)cc1)N(c1ccccc1)C1C=CS(=O)(=O)C1 (stereo not drawn) | -6 | 1 | 5 | 1 | 24 | -2 | 7 | -16 | -2 | -10 | 5
O=C(NCCc1ccc2c(c1)OCO2)C1CCN(S(=O)(=O)c2ccc(Cl)cc2)CC1 | 9 | -14 | 11 | 4 | 11 | -2 | 16 | 11 | 2 | 0 | 3
COc1ccccc1NC(=O)CCCc1nnc2n(C)c(=O)c3sccc3n12 | 0 | 7 | 11 | 6 | 9 | 14 | -13 | 0 | 2 | 7 | 1
CCCN(CCC)Cc1c(C(=O)OCC)nnn1-c1nonc1N | 0 | -17 | 6 | 3 | 19 | -3 | 7 | 2 | 0 | 0 | 3
COCCCC1CCN(C(=O)C2CCC(=O)N(Cc3ccccc3F)C2)CC1 (stereo not drawn) | 2 | -10 | -15 | -2 | -10 | -4 | -6 | -6 | . | -7 | -10
Cc1nn(CC2CC2)c(=O)n1-c1ccc(C(C)C)cc1 | -14 | 9 | -27 | 1 | -30 | -17 | -25 | 5 | 0 | -4 | -1
Cc1ccc(-c2csc(NC(=O)CSc3nnc4c(n3)[nH]c3ccccc34)n2)cc1 | 34 | 23 | -31 | -12 | 56* | 52* | -42 | 20 | -2 | 20 | 30
CCOc1ccc(-c2cn(CCC#N)cn2)cc1 | 10 | 2 | -56 | -8 | -13 | 0 | 2 | 1 | 0 | -14 | 6
COc1ccccc1C(=O)COC(=O)C1(C)CC1(Cl)Cl (stereo not drawn) | -51 | -24 | -129 | 12 | -149 | -14 | -28 | -3 | . | -59 | -60
CCOC(=O)c1c2n(c3ccc(OC(C)=O)cc13)CCC2 | 2 | -46 | 5 | -11 | -5 | 3 | -15 | -28 | 2 | -7 | -6
O=Cc1c(-c2ccc(Cl)cc2)oc2ccc(O)cc12 | -61 | 17 | -23 | 4 | -343 | -15 | -184 | 14 | -2 | . | -45
CC(C)OC(=O)c1ccc(NC(=S)NC(=O)c2cncc(Br)c2)cc1 | -3 | 9 | -2 | 10 | -5 | -20 | -22 | -6 | 3 | -23 | 17
COc1ccccc1CCC(=O)Oc1ccccc1C#N | 4 | -7 | 12 | 10 | 6 | -11 | -24 | -10 | . | 8 | 12
C=CCOc1ccc(C2N3CC4(CC)CN2CC(CC)(C3)C4=O)cc1 (stereo not drawn) | -9 | 1 | 7 | -13 | 0 | -9 | 7 | 13 | 6 | -1 | 11
COc1ccc(CCN(C)c2ccc(S(=O)(=O)N3CCCC3)cn2)cc1OC | 17 | -12 | 18 | -3 | 17 | -4 | -29 | 9 | 0 | 8 | -1
CNC(=S)N(CCc1c(C)[nH]c2ccc(OC)cc12)Cc1cccnc1 | -4 | -4 | 9 | 2 | 1 | -6 | 3 | -15 | 3 | -17 | 6
O=C(OCC(=O)c1c[nH]c2ccccc12)c1cccc(O)c1 | -56 | -14 | -103 | 6 | -310 | -3 | -125 | -7 | 2 | -52 | -64
COCc1c(C#N)c(NCCc2ccccc2)nc(C)c1[N+](=O)[O-] | 10 | 6 | 10 | -6 | 23 | -8 | -11 | 12 | -3 | 8 | 1
CCN1C(=O)[C@H]2[C@H]3CN=C(SCc4ccc(OC)cc4)N3[C@@](CC)(C(=O)OC)[C@H]2C1=O | -6 | 5 | 0 | 3 | -9 | -20 | 9 | -1 | . | -1 | 8
Oc1ccccc1C=Nc1ccccc1-c1nc2ccccc2[nH]1 | -25 | 10 | -132 | 10 | -189 | 52* | -62 | -12 | 4 | -30 | 13

For reference, part of the list above.
SMILES | Shn3 inh set2 | TWEAK Fn14 block | HIF-2a block | KKLEB tox | Peg3 prom inh | C8 TRAIL sens | NR2E3 ag-1 | CF NFkB block | NR2E3 ag-2 | MITF TRPM1 inh | TROY signal inh
O=C(COc1ccccc1)Nc1ccc(S(=O)(=O)N2CCOCC2)cc1 | -1 | 5 | 13 | -3 | 15 | -2 | -4 | -10 | 2 | -5 | -8
COc1cc(C(=O)NCCc2ccc3c(c2)OCCO3)ccc1OCC(=O)N1CCOCC1 | 14 | -5 | 17 | 3 | 9 | 5 | -17 | -18 | 0 | 11 | -11
O=C(Cc1ccc(F)cc1)N(c1ccccc1)C1C=CS(=O)(=O)C1 (stereo not drawn) | -6 | 1 | 5 | 1 | 24 | -2 | 7 | -16 | -2 | -10 | 5
O=C(NCCc1ccc2c(c1)OCO2)C1CCN(S(=O)(=O)c2ccc(Cl)cc2)CC1 | 9 | -14 | 11 | 4 | 11 | -2 | 16 | 11 | 2 | 0 | 3
COc1ccccc1NC(=O)CCCc1nnc2n(C)c(=O)c3sccc3n12 | 0 | 7 | 11 | 6 | 9 | 14 | -13 | 0 | 2 | 7 | 1
CCCN(CCC)Cc1c(C(=O)OCC)nnn1-c1nonc1N | 0 | -17 | 6 | 3 | 19 | -3 | 7 | 2 | 0 | 0 | 3
COCCCC1CCN(C(=O)C2CCC(=O)N(Cc3ccccc3F)C2)CC1 (stereo not drawn) | 2 | -10 | -15 | -2 | -10 | -4 | -6 | -6 | . | -7 | -10
Cc1nn(CC2CC2)c(=O)n1-c1ccc(C(C)C)cc1 | -14 | 9 | -27 | 1 | -30 | -17 | -25 | 5 | 0 | -4 | -1
Cc1ccc(-c2csc(NC(=O)CSc3nnc4c(n3)[nH]c3ccccc34)n2)cc1 | 34 | 23 | -31 | -12 | 56* | 52* | -42 | 20 | -2 | 20 | 30
CCOc1ccc(-c2cn(CCC#N)cn2)cc1 | 10 | 2 | -56 | -8 | -13 | 0 | 2 | 1 | 0 | -14 | 6

Full records as entered above:
Entry for CCOC(=O)c1c2n(c3ccc(OC(C)=O)cc13)CCC2 = Shn3 inh set2: 2; TWEAK Fn14 block: -46; HIF-2a block: 5; KKLEB tox: -11; Peg3 prom inh: -5; C8 TRAIL sens: 3; NR2E3 ag-1: -15; CF NFkB block: -28; NR2E3 ag-2: 2; MITF TRPM1 inh: -7; TROY signal inh: -6
Entry for CCN1C(=O)[C@H]2[C@H]3CN=C(SCc4ccc(OC)cc4)N3[C@@](CC)(C(=O)OC)[C@H]2C1=O = Shn3 inh set2: -6; TWEAK Fn14 block: 5; HIF-2a block: 0; KKLEB tox: 3; Peg3 prom inh: -9; C8 TRAIL sens: -20; NR2E3 ag-1: 9; CF NFkB block: -1; NR2E3 ag-2: .; MITF TRPM1 inh: -1; TROY signal inh: 8

Some of the compounds tested (hit frequency here may not be typical).
